Compound activity (PubChem)
DNMT1 inh – human DNMT1 methyltransferase inhibitors, primary screen, biochemical, molecular beacon, fluorescence, HinP1I cleavage, uHTS | DNA (cytosine-5)-methyltransferase 1 (Homo sapiens), P26358 | inhibition (reported as % activation of signal), % at 10 µM | 0.83% of 360,000 active | AID 588458, 2011; in the data active means inhibition above about 50%
Target sequence (P26358 504-1616 limits assumed): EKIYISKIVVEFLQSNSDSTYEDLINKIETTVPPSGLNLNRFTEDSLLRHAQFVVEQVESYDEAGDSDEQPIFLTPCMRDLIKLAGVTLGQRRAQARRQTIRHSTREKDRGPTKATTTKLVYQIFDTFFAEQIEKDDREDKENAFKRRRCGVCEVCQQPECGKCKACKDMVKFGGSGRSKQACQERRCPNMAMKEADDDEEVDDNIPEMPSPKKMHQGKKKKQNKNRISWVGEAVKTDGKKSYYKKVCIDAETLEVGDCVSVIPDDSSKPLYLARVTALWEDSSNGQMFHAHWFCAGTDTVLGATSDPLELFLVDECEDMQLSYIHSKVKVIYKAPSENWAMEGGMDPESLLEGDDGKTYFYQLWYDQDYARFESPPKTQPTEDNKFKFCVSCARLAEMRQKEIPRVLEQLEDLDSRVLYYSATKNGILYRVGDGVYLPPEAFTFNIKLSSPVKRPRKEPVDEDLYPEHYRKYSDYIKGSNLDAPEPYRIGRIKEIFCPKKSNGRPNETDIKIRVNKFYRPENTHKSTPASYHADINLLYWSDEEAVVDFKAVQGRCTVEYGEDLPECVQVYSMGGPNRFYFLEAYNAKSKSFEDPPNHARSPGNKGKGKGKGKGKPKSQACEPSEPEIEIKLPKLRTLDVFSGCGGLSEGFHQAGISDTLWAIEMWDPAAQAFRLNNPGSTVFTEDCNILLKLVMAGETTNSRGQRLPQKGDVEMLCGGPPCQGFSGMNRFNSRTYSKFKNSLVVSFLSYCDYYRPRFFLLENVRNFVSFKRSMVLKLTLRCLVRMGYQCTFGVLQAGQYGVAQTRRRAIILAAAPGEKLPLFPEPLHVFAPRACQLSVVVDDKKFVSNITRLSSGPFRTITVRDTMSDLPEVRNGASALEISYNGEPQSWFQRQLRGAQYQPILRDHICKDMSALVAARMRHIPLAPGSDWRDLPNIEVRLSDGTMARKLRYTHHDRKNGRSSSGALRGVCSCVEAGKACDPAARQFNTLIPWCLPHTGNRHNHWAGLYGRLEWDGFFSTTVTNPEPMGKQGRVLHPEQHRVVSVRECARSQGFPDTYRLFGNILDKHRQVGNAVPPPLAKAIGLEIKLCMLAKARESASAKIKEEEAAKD
MsrA inh – bovine MsrA enzyme inhibitors, primary screen, biochemical, absorbance, HTS. inhibition, % at 15.5 µM. Methionine sulfoxide reductase A (Bos taurus). 0.75% of 360,000 active. purified bovine MsrA, absorbance read-out; in the data active means inhibition above about 4.5%;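 further: 0% = vehicle wells with enzyme and 100% = reference inhibitor wells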
TbMetRS inhib – T. brucei MetRS inhibitors, primary screen, biochemical, luminescence; purified T. brucei MetRS, ATP depletion, Kinase-Glo luminescence; inhibition, % at 11.9 µM; 0.4% of 360,000 active;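 active means inhibition above a per-plate cutoff of the control wells' mean inhibition plus 3 SD, cut at about 5.5% in these data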;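 further: 0% = DMSO wells median and 100% = median of wells with control inhibitor compound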
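System: purified T. brucei MetRS enzyme / Detection: Kinase-Glo luciferase luminescence reporting remaining unconsumed ATP / Medium: HEPES buffer with MgCl2, KCl, DTT, spermine, BSA, pyrophosphatase / Replication: singlicate, one well per compound / Evaluation: percent inhibition relative to median high and low control wells / Schedule: 2 h aminoacylation at 25 °C after 15 min preincubation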
Scp1 inh – Scp-1 phosphatase inhibitors, primary screen, biochemical, colorimetric, uHTS | Recombinant Scp1, phosphopeptide, malachite green phosphate absorbance | 0.88% of 340,000 active | inhibition, % at 20 µM;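 active means inhibition above about 50% at 20 µM, limit read from the data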;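 further: plate controls were DMSO wells with enzyme for no effect and wells lacking enzyme for full effect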
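Test system: SCP-1 phosphatase catalytic domain, residues 76-261 | Compound dosing: One concentration, 20 µM, with 1.0% DMSO | Schedule: 45 min room-temperature reaction, 5 min colour, 30 min stabiliser | Detection: Absorbance at 630 nm | Read-out basis: % inhibition of SCP-1 phosphate liberation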
NadD inh – inhibitors of S. aureus NadD, primary screen, biochemical, colorimetric, uHTS; 0.78% of 360,000 active; inhibition, % at 20 µM; Nicotinate-nucleotide adenylyltransferase NadD (Staphylococcus aureus N315); AID 602399, 2012; purified NadD enzyme, colorimetric absorbance read-out; in the data active means inhibition above about 26%; further: some compounds past the cut are filed as inactive
SUMO1 PPI mod – modulators of SUMO1 protein-protein interactions, primary screen, biochemical, uHTS | SUMO1 binding to a labelled peptide, TR-FRET, 1 h | 0.33% of 360,000 active | AID 602429, 2012 | inhibition, % at 20 µM; in the data active means inhibition above about 37%
CSN inh – inhibitors of CSN-mediated cullin deneddylation, primary screen, biochemical, fluorescence polarization, uHTS. 0.38% of 360,000 active. COP9 signalosome complex subunit 5 (Homo sapiens), Q92905. Purified CSN, SCF-Nedd8-OG deneddylation. AID 651999, 2013. inhibition, % at 12.5 µM;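 active means pattern-corrected inhibition above about 35%, with an unprinted fluorescence ratio check between 0.5 and 1.5, limit read from the data, passing the limit was not always enough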;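 further: 0% = enzyme with substrate and 100% = substrate without enzyme; some results filed as inactive read as strong as hits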
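Assay system: HEK293T-derived human Csn5 enzyme; quantity: 0.24 nM enzyme; medium: Tris/NaCl/DTT buffer, pH 7.5; also added: substrate SCFSkp2-Nedd8OG, 10 nM; doses: 12.5 µM compound; schedule: 90 min reaction at room temperature; signal: FP; read-out: % inhibition of substrate cleavage by Csn5; benchmarks: substrate-only high control, full reaction low control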
Rpn11 inh – Rpn11 (PSMD14) deubiquitinase inhibitors, primary screen, biochemical, fluorescence polarization, uHTS | human 26S proteasome, Ub4-pepOG fluorescence polarization; 20S core pre-blocked with epoxomicin | calls only at 20 µM | 0.59% of 360,000 active;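 active means inhibition at 20 µM, scaled to each plate's controls, above about 33%, limit read from the data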
STEP block – STEP phosphatase inhibitors, primary screen, biochemical, fluorescence intensity, uHTS; 0.25% of 360,000 active; recombinant STEP, OMFP fluorogenic substrate; inhibition, % at 20 µM; Tyrosine-protein phosphatase non-receptor type 5 (Homo sapiens), P54829;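 active means inhibition at 20 µM, scaled per plate between control wells, above about 37%, limit read from the data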;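 further: 0% = DMSO with enzyme and substrate and 100% = substrate only without enzyme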
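Test system: STEP tyrosine phosphatase / Reagent: OMFP at 25 µM / Doses: 20 µM, 1% DMSO / Read-out: percent inhibition scaled to no-enzyme and uninhibited-enzyme controls, plate-pattern corrected / Detection: FITC-channel fluorescence of OMFP product / Medium: Bis-Tris buffer pH 6.0, 2.5 mM DTT, 0.005% Tween 20 / Schedule: 20 min at room temperature, dark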
LMPTP block – LMPTP phosphatase inhibitors, primary screen, biochemical, fluorescence intensity, uHTS; Low molecular weight phosphotyrosine protein phosphatase (Homo sapiens), P24666; recombinant LMPTP-A, OMFP fluorogenic substrate; inhibition, % at 20 µM; 0.22% of 360,000 active;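 active means compounds that cut the enzyme signal by at least half of the control window in the single-dose screen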;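 further: plate controls were DMSO wells with enzyme plus substrate for no effect and substrate without enzyme for full effect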
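Test system – LMPTP-A phosphatase enzyme · Quantity – 0.625 nM LMPTP-A final · Reagent – OMFP substrate, 400 µM final · Dosing – one test concentration per compound, 20 µM, with 3% DMSO overall · Timing – 50 min enzyme reaction at room temperature, protected from light · Detection – fluorescence intensity · Controls – substrate-only low control, DMSO enzyme-plus-substrate high control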
Active calls of the source: *; i = inactive; · = no result given.

DNMT1 inh,MsrA inh,TbMetRS inhib,Scp1 inh,NadD inh,SUMO1 PPI mod,Compound,CSN inh,Rpn11 inh,STEP block,LMPTP block
6,2.0,0.6,7,10,-13,Cc1sc2cc(-c3cccc([N+](=O)[O-])c3)c(-c3cccc([N+](=O)[O-])c3)c[n+]2c1C,2,i,1,-2.4
2,-0.6,0.6,-10,-2,-4,CCN(CC)CC(C)CNC(=O)C1(O)c2ccccc2NC(=O)N1c1ccc(Cl)c(Cl)c1 (stereo not drawn),2,i,-3,-1.7
7,1.3,-0.1,·,-4,0,COc1cccc(C(C)(O)c2nc(-c3ccccc3)cs2)c1 (stereo not drawn),-1,i,-1,-0.2
-8,0.3,-2.4,1,-15,-8,CCc1nc(SCC(=O)c2ccccc2)c2ccccc2n1,4,i,4,0.6
-8,1.3,0.6,-5,17,-2,CCOC(=O)c1sc(NCc2ccco2)c(-c2nc3ccccc3s2)c1N,13,i,-1,3.2
1,0.6,0.4,-8,-5,3,COC(=O)c1ccccc1NC(=O)Nc1ccc(C(=O)N2CCCC2)cc1,-3,i,0,-2.1
0,-0.1,-0.3,-5,-6,3,CC(=O)c1ccc(OCc2cc(C(=O)N(C)Cc3ccon3)no2)cc1,-1,i,-1,-0.1
1,-0.7,-0.1,-7,3,1,O=C(NNC(=O)C1CCCN(c2ncccn2)C1)c1ccncc1 (stereo not drawn),3,i,1,0.1
-3,1.9,-0.1,-12,-4,-6,CCOC(=O)CSc1nc(-c2ccncc2)ccc1C#N,1,i,-2,-0.7
-2,-0.7,-0.3,-5,6,-2,COC(=O)c1ccc(OCC(=O)c2ccccc2)cc1,-3,i,-5,-0.5
3,-0.3,-0.6,-6,0,1,CCCCOC(=O)Cn1c(=O)n(CC(=O)OCCCC)c2ccccc21,-3,i,-1,-0.5
5,0.7,0.7,-3,-2,-16,Cc1ccc(OCC(=O)N(Cc2ccccc2)C2CCS(=O)(=O)C2)c([N+](=O)[O-])n1 (stereo not drawn),-7,i,-2,-2.2
1,2.5,-0.2,5,-4,-28,COc1ccc(Nc2nc(NCCCN3CCOCC3)nc(N)c2[N+](=O)[O-])cc1,0,i,9,2.1
1,0.8,0.5,0,4,-11,OCCN1CCN(c2cc(C(F)(F)F)nc3c(F)cccc23)CC1,-2,i,-3,-0.8
-5,-1.5,-0.4,·,7,-3,CCN(CC)CCN(C(=O)c1ccc2c(c1)CCCC2)c1nc2c(OC)cccc2s1,2,i,4,1.6
6,0.0,-1.5,-3,-2,4,O=C1CN(C(=O)COC(=O)c2cccnc2Cl)c2ccccc2N1,-4,i,-2,-0.3
-2,0.3,-1.4,3,-3,-5,CCOC(=O)c1c(NC(=O)CNCCO)sc(C)c1C,-8,i,-2,0.4
2,-0.8,-0.2,-11,4,1,O=c1c2ccccc2nc(SCc2cc(F)cc3c2OCOC3)n1Cc1ccco1,5,i,-1,2.3
1,0.3,-0.2,-8,1,-4,CCOC(=O)N1CCN(S(=O)(=O)c2ccc3c(c2)CC(C)N3C(=O)C2CC2)CC1 (stereo not drawn),-5,i,-2,-1.2
-4,0.0,-0.5,-4,1,0,Clc1ccc(CSc2nnc(NC3=NCCCCC3)s2)cc1,-2,i,1,1.8
2,-1.3,-0.3,-6,1,-11,Cc1cc(C(=O)OCC(=O)N2CC(C)OC(C)C2)c2ccccc2n1 (stereo not drawn),0,i,0,-1.1
0,2.9,1.0,0,-6,3,O=C(Nc1ccc(S(=O)(=O)N2CCCC2)cc1)c1cc(F)c(F)cc1Cl,-1,i,2,-0.7
1,·,-0.7,-7,-5,1,CCOC(=O)c1csc(NC(=O)c2ccc3c(c2)OCCO3)n1,-1,i,2,-1.5
-1,3.0,-1.0,11,-1,-13,O=C1CS/C(=C\[N+](=O)[O-])N1c1ccccc1,-3,i,-8,-1.6
10,-0.3,-0.2,0,5,-5,CSc1nnc2c3cc(F)ccc3n(Cc3ccccc3)c2n1,5,i,4,-0.3

Two of the compounds above, tab-delimited.
compound	DNMT1 inh	MsrA inh	TbMetRS inhib	Scp1 inh	NadD inh	SUMO1 PPI mod	CSN inh	Rpn11 inh	STEP block	LMPTP block
Clc1ccc(CSc2nnc(NC3=NCCCCC3)s2)cc1	-4	0.0	-0.5	-4	1	0	-2	i	1	1.8
COC(=O)c1ccc(OCC(=O)c2ccccc2)cc1	-2	-0.7	-0.3	-5	6	-2	-3	i	-5	-0.5

(listing goes on)
DNMT1 inh,MsrA inh,TbMetRS inhib,Scp1 inh,NadD inh,SUMO1 PPI mod,Compound,CSN inh,Rpn11 inh,STEP block,LMPTP block
2,-0.5,-0.3,-8,-1,2,CCOc1cc(-c2n[nH]c(=S)n2Cc2ccccc2)ccc1OC(F)F,-4,i,4,1.3
2,-0.2,0.1,-5,-1,-17,CC(=O)c1sc(NC(=O)CCN2C(=O)c3ccccc3C2=O)nc1C,10,i,0,-1.7
4,0.4,-1.0,3,-2,7,O=C(O)C1CCCN(S(=O)(=O)c2ccccc2)C1 (stereo not drawn),-1,i,-1,1.4
0,1.7,0.1,-13,-3,1,COc1ccccc1NC(=O)N1CCN(c2ccccn2)CC1,1,i,1,0.1
2,0.8,-0.8,-7,-7,1,COc1cccc(C(=O)NC(C)C(c2cccs2)N2CCOCC2)c1 (stereo not drawn),-4,i,-2,-1.4
-1,1.1,-0.6,-1,10,-2,COc1ccc(C2CC3CC(c4ccccc4)N2O3)cc1 (stereo not drawn),2,i,-2,1.3
0,2.3,0.2,-5,-6,3,CN(C(=O)c1ccc(S(=O)(=O)N(C)C)cc1)c1ccc2ccccc2c1,-3,i,-2,-0.3
7,-0.9,-0.6,-3,-6,0,Cc1cc(C)nc(SCC(=O)NC2CCCCC2C)n1 (stereo not drawn),-3,i,-2,1.9
1,1.8,-0.6,18,-7,-4,CCOC(=O)c1sc(C)c(C(=O)NCCCN2CCOCC2)c1N,5,i,-1,0.7
2,·,0.3,-3,-3,1,CCOC(=O)CNC(=O)Cn1cnc2c(nnn2-c2ccc(F)cc2)c1=O,1,i,0,0.0
2,0.6,-0.2,-5,11,0,Cc1cccc(C)c1NC1=NC(=S)N(c2ccc(C(=O)O)cc2)C12CCCCC2,-1,i,-3,-1.1
3,1.0,-0.1,-7,-7,2,Cc1nn(Cc2ccccc2)c(Cl)c1C(=O)OC(C)C#N (stereo not drawn),2,i,6,0.9
-9,1.2,-0.6,-4,-5,-33,CC(=O)c1cccc(NC(=O)c2ccc([N+](=O)[O-])o2)c1,3,i,-1,-1.2
1,0.7,-1.1,21,-5,-3,CCNC(=O)N1CCC(c2nc3ccccc3s2)CC1,-4,i,-3,-1.4
-3,0.7,0.2,-12,-8,1,O=C(NC(=S)NCCc1ccccc1)c1ccccc1F,2,i,3,1.7
1,-0.3,0.5,-1,-1,-1,CN(c1ccc(C(=O)N2CCCCC2)cc1)S(=O)(=O)c1cccs1,4,i,-1,-0.6
7,-0.8,0.1,37,3,1,O=C(O)/C=C/C(=O)Nc1ccc(Cl)c(C(=O)O)c1,3,i,2,-0.9
-1,1.0,-0.9,-12,-10,6,COc1cc(NC(=O)c2cccs2)ccc1NC(=O)c1ccccc1Cl,17,i,-2,0.6
7,0.8,-0.1,-2,-2,5,O=C(COC(=O)CCc1nc2ccccc2c(=O)[nH]1)NC(=O)NC1CCCC1,-3,i,3,1.2
-3,-0.5,-0.3,-12,-6,1,CCCc1ccc(OCc2ccc(C(=O)NCc3cccnc3)o2)c(OC)c1,-3,i,1,0.2
14,-0.5,-0.7,3,-4,7,CCCCN(C(=O)C1CCCC1)C1CCS(=O)(=O)C1 (stereo not drawn),-2,i,1,-0.3
-2,0.7,0.2,-13,-3,1,COC(=O)CCn1nnc(-c2ccc(C(C)C)cc2)n1,-3,i,-2,-0.9
-2,0.4,0.0,-11,6,-2,COc1cccc(-c2noc(CCC(=O)NC3CCCCC3)n2)c1,-1,i,-2,-0.8
-1,·,0.0,-10,-5,-22,COc1ccc(OC)c(CCNC(=O)c2ccc3c(c2)N(Cc2ccc(F)cc2)CCS3)c1,5,i,3,11

Some of these compounds in order of SMILES length, rising.
DNMT1 inh,MsrA inh,TbMetRS inhib,Scp1 inh,NadD inh,SUMO1 PPI mod,Compound,CSN inh,Rpn11 inh,STEP block,LMPTP block
-2,0.3,-1.4,3,-3,-5,CCOC(=O)c1c(NC(=O)CNCCO)sc(C)c1C,-8,i,-2,0.4
0,-0.1,-0.3,-5,-6,3,CC(=O)c1ccc(OCc2cc(C(=O)N(C)Cc3ccon3)no2)cc1,-1,i,-1,-0.1
5,0.7,0.7,-3,-2,-16,Cc1ccc(OCC(=O)N(Cc2ccccc2)C2CCS(=O)(=O)C2)c([N+](=O)[O-])n1 (stereo not drawn),-7,i,-2,-2.2
